# MazEF act = activators of E. coli MazEF toxin-antitoxin RNase, primary screen, biochemical, fluorescence, uHTS; FAM/BHQ RNA-DNA oligo cleavage fluorescence, 5 h; Endoribonuclease toxin MazF (Escherichia coli (strain K12)), P0AE70; 350,000 tested, 0.32% active; activation, % at 20 µM; in the data active = activation above about 50%
# Target sequence (P0AE70 whole entry, looked up): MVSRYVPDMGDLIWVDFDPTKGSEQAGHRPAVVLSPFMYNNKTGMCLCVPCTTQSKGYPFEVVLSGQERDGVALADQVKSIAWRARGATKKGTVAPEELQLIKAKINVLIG
# FBA Mtb inh = Mtb FBA enzyme inhibitors, primary screen, biochemical, fluorescence, strain H37Rv | purified M. tuberculosis FBA, fluorescence read-out | inhibition, % at 1 µM | 360,000 tested, 2.3% active; in the data active = inhibition above about 27%;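 also: 0% = vehicle and 100% = reference inhibitor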
# Target sequence (P9WQA3 whole entry, looked up): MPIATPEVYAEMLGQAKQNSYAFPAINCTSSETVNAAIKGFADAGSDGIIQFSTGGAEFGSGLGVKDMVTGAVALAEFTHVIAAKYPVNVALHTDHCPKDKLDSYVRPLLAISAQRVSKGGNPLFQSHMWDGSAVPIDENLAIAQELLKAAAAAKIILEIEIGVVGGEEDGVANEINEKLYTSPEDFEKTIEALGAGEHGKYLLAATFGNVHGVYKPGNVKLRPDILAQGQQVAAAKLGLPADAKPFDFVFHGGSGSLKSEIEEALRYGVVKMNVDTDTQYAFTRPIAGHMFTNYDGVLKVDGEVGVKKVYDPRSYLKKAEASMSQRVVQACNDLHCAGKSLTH
# VHR inh abs = VHR1 phosphatase inhibitors, primary screen, biochemical, absorbance, uHTS; Dual specificity protein phosphatase 3 (Homo sapiens), P51452; recombinant VHR phosphatase, pNPP absorbance; 290,000 tested, 0.52% active; inhibition, % at 13.3 µM; in the data active = inhibition above about 50%; also: some compounds called inactive have numbers as strong as hits
# Target sequence (P51452 whole entry, looked up): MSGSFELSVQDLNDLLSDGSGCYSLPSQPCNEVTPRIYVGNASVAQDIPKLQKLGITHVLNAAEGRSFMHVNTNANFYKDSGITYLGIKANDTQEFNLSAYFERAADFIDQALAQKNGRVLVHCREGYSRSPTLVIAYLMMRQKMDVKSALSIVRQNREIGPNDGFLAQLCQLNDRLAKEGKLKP
# UGM FP inh = M. tuberculosis UGM enzyme inhibitors, primary screen, biochemical, fluorescence polarization, single point | UDP-galactopyranose mutase (Mycobacterium tuberculosis (strain ATCC 25618 / H37Rv)), … | purified UGM, fluorescence polarization probe displacement | inhibition, % at 10 µM | 320,000 tested, 0.06% active; in the data active = inhibition above about 10%, passing the limit was not always enough; inconclusive = no clear call, values can overlap the other calls
# CCHFV vOTU inh = CCHFV vOTU protease inhibitors, primary screen, biochemical, Pep-AMC substrate, fluorescence; inhibition, % at 11.5 µM; AID 651958, 2012; 370,000 tested, 0.55% active; Crimean-Congo hemorrhagic fever virus L polyprotein viral ovarian tumor (vOTU) protease …; also: 0% = vehicle wells with enzyme and 100% = no enzyme wells
# GDH-TPI inh = GDH-TPI coupling enzyme inhibitors, primary screen, artefact control for M. tuberculosis FBA inhibitor project, biochemical, absorbance, full deck | GDH-TPI coupled enzyme counterscreen, NADH absorbance | inhibition, % at 4.8 µM | 360,000 tested, 1.2% active | AID 588335, 2011;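 also: 0% = DMSO wells and 100% = wells lacking the enzyme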
# BoNT-F LC inh = BoNT/F light chain protease inhibitors, primary screen, biochemical, flow cytometry, MLPCN library; 360,000 tested, 0.22% active; inhibition, % at 10 µM; Botulinum neurotoxin type F light chain protease (Clostridium botulinum); AID 588497, 2011; Multiplex microsphere protease cleavage assay; in the data active = inhibition above about 35%, passing the limit was not always enough; inconclusive = no clear call, values can overlap the other calls; also: plate controls were buffer without enzyme for full effect and enzyme alone for no effect
# FadD28 FP inh = inhibitors of FadD28 bisubstrate probe binding, primary screen, biochemical, fluorescence polarization, single point; Mycobacterium tuberculosis FadD28 fatty-acid-AMP ligase; 360,000 tested, 0.22% active; inhibition, % at 12.5 µM; in the data active = inhibition above about 8.5%, passing the limit was not always enough; inconclusive = no clear call, values can overlap the other calls
# BioA inh = M. tuberculosis BioA enzyme inhibitors, primary screen, biochemical, plate reader, single point, HTS; 7,8-diaminopelargonic acid synthase BioA (Mycobacterium tuberculosis); purified M. tuberculosis BioA enzyme; inhibition, % at 9.99 µM; 360,000 tested, 0.096% active; AID 602481, 2012; in the data active = inhibition above about 40%; inconclusive = no clear call, values can overlap the other calls
# Rv3671c inh = Rv3671c serine protease inhibitors, primary screen, biochemical, fluorescence polarization, M. tuberculosis H37Rv; P9WHR9; AID 2606, 2010; inhibition, % at 5.96 µM; 320,000 tested, 0.048% active; in the data active = inhibition above about 38%;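 also: extracellular domain of Rv3671c used as enzyme; 0% = enzyme with DMSO and 100% = no enzyme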
# Target sequence (P9WHR9 whole entry, looked up, the tested form may be a part): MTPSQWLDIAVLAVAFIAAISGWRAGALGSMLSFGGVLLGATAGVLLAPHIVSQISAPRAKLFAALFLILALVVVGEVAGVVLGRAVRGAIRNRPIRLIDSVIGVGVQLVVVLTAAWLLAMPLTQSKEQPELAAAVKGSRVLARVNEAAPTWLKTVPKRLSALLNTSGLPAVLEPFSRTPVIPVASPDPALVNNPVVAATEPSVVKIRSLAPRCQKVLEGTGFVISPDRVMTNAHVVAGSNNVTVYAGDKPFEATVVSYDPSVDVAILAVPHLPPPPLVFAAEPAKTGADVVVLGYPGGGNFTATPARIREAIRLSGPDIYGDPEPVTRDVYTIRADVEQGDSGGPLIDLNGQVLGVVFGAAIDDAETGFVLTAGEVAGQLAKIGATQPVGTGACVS
# An asterisk follows results filed as active; ? = inconclusive; nt = no result given; & = joins results of further samples. Rule as the data show it, unless noted: active = inhibition above about 30%; inactive = the rest.
SMILES,MazEF act,FBA Mtb inh,VHR inh abs,UGM FP inh,CCHFV vOTU inh,GDH-TPI inh,BoNT-F LC inh,FadD28 FP inh,BioA inh,Rv3671c inh
COc1ccc(NC(=O)C/C(C)=N/NC(=O)c2ccccn2)c(OC)c1,1,2,12,-5.1,5,2,2,-1.6,1.4,2
CC1(CCc2ccc3c(c2)OCO3)NC(=O)c2ccccc2N1 (configuration not stated),10,50*,-1,2.4,-57,-4,1,-4.2,-0.6,7
COc1ccc(C(=O)CCC(=O)NC2=NCCS2)cc1,-21,1,-1,-2.3,1,0,-9,0.3,-3.0,-3
CC(C)NC(=O)Nc1ccc2c(c1)C(=O)N([C@H](C)CO)C[C@H](C)[C@@H](CN(C)Cc1ccc(C(F)(F)F)cc1)OCCCC[C@@H](C)O2,-1,3,nt,nt,12,-2,-4,-6.0,-0.7&-2.1,nt
CC(C)c1ccc(NC(=O)C2Cc3c(-c4ccc(Cl)cc4)ccnc3O2)cc1 (configuration not stated),nt,0,nt,nt,25,12,-1,-0.6,0.5,nt
Cc1cccc(Cc2cnc(NC(=O)c3ccc(C)o3)s2)c1,3,3,32,-0.7,0,10,-10,-4.9,-0.6,-15
CC(NC(=O)c1ccc2c(c1)OCCO2)c1ccc(S(N)(=O)=O)cc1 (configuration not stated),-4,4,22,-0.3,-10,2,-1,-1.7,2.6,-10
COC(=O)c1scc(C)c1NC(=O)Cc1ccccc1,-5,1,5,3.9,-12,-10,3,-2.9,4.2,0
CC(=O)COC(=O)c1cccc(N2C(=O)C3C4C=CC(C4)C3C2=O)c1 (configuration not stated),-2,6,3,0.4,-4,12,-8,0.1,-0.8,-1
COc1ccc(C2Nc3ccccc3C(=O)N2Cc2ccco2)cc1COc1ccc(F)cc1 (configuration not stated),3,14,9,3.1,-20,-5,0,-3.4,-1.2,-16
O=C1c2ccccc2C(=O)N1CCc1c[nH]c2ccc(O)cc12,8,5,2,1.6,6,14,3,0.5,-2.7,7
CCOC(=O)C1CCCN(CC(O)COCc2ccc3c(c2)OCO3)C1 (configuration not stated),12,1,17,-2.7,2,23,-6,-0.8,nt,12
O=C(CN1C(=O)NC2(CCCC2)C1=O)Nc1cc(Cl)ccc1N1CCCC1,4,0,19,1.0,9,14,-7,-1.0,0.4,-9
C=CCn1c(SCC(=O)N2CC(C)OC(C)C2)nnc1-c1ccncc1 (configuration not stated),6,3,nt,1.2,2,10,1,nt,-1.3,5
C[C@H](NC(=O)C(c1ccccc1)c1ccccc1)c1ccccc1,2,1,40,-0.3,-1,-2,-5,nt,0.4,nt
CCOCc1nnc(NC(=O)c2ccc(NC(C)=O)cc2)s1,5,0,10,0.3,4,4,0,-3.2,nt,2
COc1cccc(CSc2nnc(C(F)(F)F)n2Cc2ccc(F)cc2)c1,-16,0,6,-0.4,3,-6,5,-2.3,nt,1
N#CCSc1ncnc2ccccc12,-2,4,10,-0.2,22,5,2,-0.4,nt,-3
CC(C)[C@@]1(NC(=O)[C@@H]2C[C@@H]3c4cccc5[nH]cc(c45)C[C@H]3N(C)C2)O[C@@]2(O)[C@@H]3CCCN3C(=O)[C@H](Cc3ccccc3)N2C1=O,10,-3,16,4.3,20,-1,-14,-2.6,1.6,8
Clc1ccc2ncc(-c3nnnn3-c3ccccc3)c(-c3ccccc3)c2c1,-1,-4,10,-1.0,-8,8,2,-2.7,-2.1,-8

# Another view of two compounds above.
structure: COc1ccc(C2Nc3ccccc3C(=O)N2Cc2ccco2)cc1COc1ccc(F)cc1 (configuration not stated)
- MazEF act: 3
- FBA Mtb inh: 14
- VHR inh abs: 9
- UGM FP inh: 3.1
- CCHFV vOTU inh: -20
- GDH-TPI inh: -5
- BoNT-F LC inh: 0
- FadD28 FP inh: -3.4
- BioA inh: -1.2
- Rv3671c inh: -16

structure: O=C1c2ccccc2C(=O)N1CCc1c[nH]c2ccc(O)cc12
- MazEF act: 8
- FBA Mtb inh: 5
- VHR inh abs: 2
- UGM FP inh: 1.6
- CCHFV vOTU inh: 6
- GDH-TPI inh: 14
- BoNT-F LC inh: 3
- FadD28 FP inh: 0.5
- BioA inh: -2.7
- Rv3671c inh: 7

# Back to the main list with the two entries that preceded the break.
SMILES,MazEF act,FBA Mtb inh,VHR inh abs,UGM FP inh,CCHFV vOTU inh,GDH-TPI inh,BoNT-F LC inh,FadD28 FP inh,BioA inh,Rv3671c inh
CC(C)[C@@]1(NC(=O)[C@@H]2C[C@@H]3c4cccc5[nH]cc(c45)C[C@H]3N(C)C2)O[C@@]2(O)[C@@H]3CCCN3C(=O)[C@H](Cc3ccccc3)N2C1=O,10,-3,16,4.3,20,-1,-14,-2.6,1.6,8
Clc1ccc2ncc(-c3nnnn3-c3ccccc3)c(-c3ccccc3)c2c1,-1,-4,10,-1.0,-8,8,2,-2.7,-2.1,-8
COc1ccc(-c2noc(CSc3nc4sc(C)c(C)c4c(=O)n3-c3ccccc3)n2)cc1OC,-5,2,5,-2.2,-7,-4,4,0.0,-0.8,-1
C[C@@H]1CN([C@H](C)CO)C(=O)c2cc(C#CC(C)(C)O)cnc2O[C@@H]1CN(C)C(=O)C1CC1,-2,1,nt,nt,4,5,0,-1.8,0.4&0.9&-0.9,nt
O=C1/C(=C/c2ccccc2)C[C@@]2(O)[C@H]3Cc4ccc(O)c5c4[C@@]2(CCN3CC2CC2)C1O5 (some centres not stated),-4,4,nt,nt,nt,10,-6,-0.3,1.5,0
NC(=O)c1ccc[n+](CC(=O)c2cccc([N+](=O)[O-])c2)c1,3,4,18,1.5,6,-3,-10,-2.7,4.6,-1
COc1ccc(OCC(=O)Nc2ccncc2)cc1,0,1,15,0.3,8,3,-4,0.3,-1.5,8
O=C(Nc1ccc(S(=O)(=O)Nc2nccs2)cc1)c1cccc(F)c1,-12,-6,-4,0.5,15,-7,14,-2.1,0.4,1
CN(CCOC(=O)c1ccccc1)Cc1ccccc1,2,-4,-16,-2.2,-2,0,2,-4.8,nt,7
CCN(Cc1ccccc1)c1ccc(/C=N/NC(=O)c2cccc(S(=O)(=O)N3CCOCC3)c2)cc1,-10,4,2,0.1,9,43*,-5,-0.1,-0.4,4
Cc1nc2cc3ccccc3cc2c(=O)[nH]1,8,67*,25,-1.0,-102,19,-3,0.3,0.2,8
COc1ccccc1NC(=O)CSc1nnc(C2CCCCC2)o1,5,1,22,1.4,-12,1,8,-1.6,3.2,-12
COc1cc2c(cc1OC)CN(C(=O)Cn1ccccc1=O)CC2,3,2,24,-2.0,nt,1,-11,0.2,1.0,-3
CCOc1ccc(CC(=O)NCC2(N3CCCCC3)CCCCC2)cc1,1,-4,27,-0.4,-9,0,-11,-4.2,nt,8
CC(C)C(CC(=O)NCc1ccco1)c1ccco1 (configuration not stated),4,2,10,1.8,-9,-1,0,-4.9,1.0,-3
CCCc1cc2c(cc1NC(=O)c1ccccc1Cl)OCO2,2,4,20,1.2,-3,6,2,-2.0,0.8,-8
Cc1ccc(NC(=O)C2C3C=CC4(CN(Cc5cccnc5)C(=O)C24)O3)cc1F (configuration not stated),4,3,-1,0.2,-2,13,-7,-2.6,0.8,-2
Cc1ccc2nc(N3CCN(C(=O)CCC(=O)O)CC3)nc(-c3ccccc3)c2c1,-2,18,-10,-2.5,-59,5,-9,-3.0,2.7,3
Cc1nc(N)sc1-c1csc(Nc2cc(N(C)C)ccc2Cl)n1,2,-2,nt,nt,14,10,-18,-0.6,nt,nt
CC1CCc2c(sc3ncnc(N4CCOCC4)c23)C1 (configuration not stated),3,-3,-10,1.5,-2,8,-8,-1.3,4.7,8
COc1ccc(NC(=O)c2cc(S(=O)(=O)N3CCOCC3)cn2C)cc1Cl,3,-2,21,-1.2,-4,-6,-8,-4.9,0.4,-2
CCCNC(=O)CN(C1CCCCC1)S(C)(=O)=O,6,-3,1,1.1,18,-6,-6,0.6,-2.9,0
CCc1ccc(-c2nc(SCC(=O)c3c(N)n(C4CC4)c(=O)[nH]c3=O)n[nH]2)cc1,-2,-2,nt,-3.5,-12,3,1,0.4,-1.6,1
Cc1ccc(OCC(O)Cn2c(N)nc3c2c(=O)n(C)c(=O)n3C)cc1 (configuration not stated),2,0,35,-1.1,-19,5,-4,-1.6,nt,-5
CNc1nnc(CSc2nc3ccccc3s2)s1,1,-1,5,1.5,3,-7,-2,-3.7,2.1,2
CN(C)CCNC(=O)c1onc(CSc2ccncc2)c1C(=O)NCCN(C)C,11,0,nt,1.1,-7,5,-8,-0.6,3.3,-11
O=C(O)CC1(CC(=O)NCc2ccccn2)CCCCC1,20,0,6,1.1,-4,-3,?,-5.0,-0.2,0
CCN(CC)C(=O)c1cc2sc3ccccc3c2s1,0,-2,-2,0.2,8,4,-5,-4.9,-0.3,-4
O=C(Nc1cccc(C(F)(F)F)c1)c1cccnc1,3,1,-6,4.8,nt,6,3,-1.4,nt,-4
O=C(c1ccco1)N1CCN(C(=O)c2ccc(CS(=O)c3ccc(Cl)cc3)o2)CC1 (configuration not stated),5,2,15,-2.7,39*,-4,-5,-2.1,-1.4,9
CN1CCN(S(=O)(=O)c2cccc(C(=O)N(C)CC(=O)Nc3ccc(Cl)c(Cl)c3)c2)CC1,3,3,nt,nt,-1,0,-4,-4.2,7.3,nt
CCCCOC(=O)N1CCOCCOCCOCCOCC1,8,-1,-7,0.4,0,-12,?,-3.8,nt,-7
COc1ccc(COC[C@H](C)[C@H](O)[C@@H](C)[C@H]2OC(=O)[C@@H]2C)cc1,2,1,nt,2.7,-5,-10,-6,-1.5,1.9,-2
COc1ccc(O)c(C2NC(CC(C)C)(C(=O)O)C3C(=O)N(Cc4ccccc4)C(=O)C23)c1 (configuration not stated),-1,-1,-10,1.7,-4,8,-1,-0.7,0.2,0
O=C(N/N=C/c1ccc(N2CCCC2)c([N+](=O)[O-])c1)c1cccnc1,13,-8,13,3.9,24,27,0,-1.1,nt,2
O=C(Cn1nnc(-c2cccs2)n1)NCc1ccccc1,2,-3,36,-1.9,1,9,-6,-1.5,nt,4
CCN(CC)S(=O)(=O)c1ccc(C(=O)Nc2nnc(-c3ccco3)o2)cc1,3,-3,28,-0.3,5,13,-2,1.4,nt,-17
O=C(Nc1ccccc1C(F)(F)F)NC1CCCCCCC1,8,-1,16,-2.4,nt,0,-4,0.3,nt,4
Cn1ccnc1Sc1cc(Cl)ccc1[N+](=O)[O-],-5,-1,-3,3.4,5,-5,-1,-1.5,nt,8
COn1c(=O)c(-c2ccccc2)[n+]([O-])c2ccccc21,5,2,10,3.3,-7,18,21,1.0,-1.3,1
c1ccc2c(c1)oc1c(-c3cccc4nccn34)cccc12,nt,90*,nt,nt,-49,19,3,-1.8,-0.5,nt
O=C(Cc1cccc(C(F)(F)F)c1)Nc1ccc(S(=O)(=O)N2CCCC2)cc1,-2,-2,nt,2.5,15,9,-8,-5.6,-0.2,-5
Cc1cc(C)c2c(N)c(C(=O)Nc3ccccc3Cl)sc2n1,-1,33*,nt,0.4,-15,6,nt,-0.6,1.3,3
C=CCc1cccc2cc(C(=O)N3CCN(C(=O)OCC)CC3)c(=O)oc12,2,1,2,-0.3,0,-2,2,-4.2,-2.1,-11
c1ccc(CNC2=NCCCC2)cc1,-7,2,15,-0.4,12,11,-6,-0.8,-4.1,3
CC1=C(C(=O)NCc2ccc3c(c2)OCO3)C2(CCC(C)CC2)OC1=O (configuration not stated),11,-3,15,-1.2,6,6,-2,-4.6,-1.1,4
CN(C)S(=O)(=O)c1cc(NC(=O)c2ccc(-n3ccnc3)c([N+](=O)[O-])c2)ccc1Cl,2,1,22,-0.7,8,7,-2,nt,5.4,4

# High-throughput results: PubChem, several laboratories
